DSG3 Ab inh – inhibitors of pemphigus antibody binding to human desmoglein-3 | binding (percent of control), % at 10 µM | DSG3-coupled beads, scFv-anti-DSG3-GFP binding, flow cytometry; active compounds read low | hit rate 0.48% among 310,000 | P32926 | AID 588358;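 active means binding more than 3 SD below its plate's average and above zero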;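 further: hits lower antibody fragment binding to DSG3; some compounds called inactive have numbers as strong as hits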
Target sequence (P32926 whole entry, looked up, the tested form may be a part): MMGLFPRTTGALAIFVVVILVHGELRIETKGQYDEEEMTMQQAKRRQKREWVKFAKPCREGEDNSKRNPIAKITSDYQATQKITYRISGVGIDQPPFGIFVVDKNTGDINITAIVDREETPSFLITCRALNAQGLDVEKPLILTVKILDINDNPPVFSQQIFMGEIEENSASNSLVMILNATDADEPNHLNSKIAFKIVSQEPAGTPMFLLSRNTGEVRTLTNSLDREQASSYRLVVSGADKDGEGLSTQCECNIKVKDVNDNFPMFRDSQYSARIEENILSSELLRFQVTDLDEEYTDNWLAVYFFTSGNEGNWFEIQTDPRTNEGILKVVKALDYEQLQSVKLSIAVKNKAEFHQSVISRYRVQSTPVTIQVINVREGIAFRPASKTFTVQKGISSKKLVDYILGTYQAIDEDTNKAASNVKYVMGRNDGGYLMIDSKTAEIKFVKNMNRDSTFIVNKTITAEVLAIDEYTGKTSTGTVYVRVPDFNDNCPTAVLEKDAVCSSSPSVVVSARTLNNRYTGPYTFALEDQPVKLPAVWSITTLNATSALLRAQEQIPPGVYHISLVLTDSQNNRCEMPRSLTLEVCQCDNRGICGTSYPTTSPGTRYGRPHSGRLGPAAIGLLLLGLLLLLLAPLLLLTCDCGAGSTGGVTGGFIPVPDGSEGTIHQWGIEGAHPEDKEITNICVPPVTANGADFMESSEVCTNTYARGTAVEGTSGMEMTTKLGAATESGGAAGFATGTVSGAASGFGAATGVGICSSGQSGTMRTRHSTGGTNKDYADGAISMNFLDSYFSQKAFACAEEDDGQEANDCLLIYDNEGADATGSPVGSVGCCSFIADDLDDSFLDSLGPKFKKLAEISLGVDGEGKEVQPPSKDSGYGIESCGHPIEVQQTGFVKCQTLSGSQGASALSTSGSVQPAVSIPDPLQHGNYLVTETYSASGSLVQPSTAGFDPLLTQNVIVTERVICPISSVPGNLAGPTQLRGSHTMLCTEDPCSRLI
HTR5A inv ctr – HTR5A inverse agonism, opioid heterodimer counter-screen; hit rate 0.083% among 340,000; P47898; inhibition, % at 9.3 µM; HTR5A cell line, luminescence; in the data active means inhibition mostly above about 23%, no sharp cut-off; inactive means mostly below about 18%;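 further: 0% = cells with DMSO and 100% = no-cell wells with DMSO; some compounds called inactive have numbers as strong as hits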
MOR-DOR inv ag – inverse agonists of human mu-delta opioid receptor heterodimerization; cell-based MOR-DOR heterodimer luminescence, inverse agonism; hit rate 0.21% among 340,000; inhibition, % at 9.3 µM; P35372+P41143; AID 504357; in the data active means inhibition above about 22%, passing the limit was not always enough;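 further: 0% = cells with DMSO and 100% = wells without cells with DMSO; values of inactives mirror those of a sister screen read the other way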
AddAB inh – less growth of phage-infected E. coli with AddAB; hit rate 0.29% among 330,000; inhibition, % at 11.9 µM; E. coli expressing H. pylori AddAB, absorbance growth; AID 435030; in the data active means inhibition above about 12%;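 further: 0% = vehicle wells of infected cells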
OPRM1-OPRD1 ag – OPRM1-OPRD1 heterodimerization agonism | P35372+P41143 | cells, luminescence | activation, % at 9.3 µM | hit rate 0.3% among 340,000 | AID 504326; in the data active means activation above about 18%;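 further: 0% = vehicle-treated cells and 100% = reference agonist; values of inactives mirror those of a sister screen read the other way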
PKA-R1A act – activates the PKA-R1A holoenzyme complex. PKA-R1A dissociation, Cy5-IP20 fluorescence polarization; scaled: DMSO 0%, 113 µM cGMP 100%. activation, % at 11.4 µM. hit rate 0.083% among 340,000;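 active means percent activation above the mean of all tested compounds plus 3 SD, cut at about 19% in these data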;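 further: higher means more PKAc released from R1A so a rise in polarization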
PfHsp90 set2 – growth inhibition of yeast expressing Plasmodium Hsp90; hit rate 0.32% among 310,000; AID 504621; inhibition, % at 9.4 µM; S. cerevisiae expressing PfHsp90, BacTiter-Glo ATP, 48 h; yeast lacking PDR1 and PDR3 efflux regulators;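 active means every replicate shows inhibition above about 80%, whatever the replicate mean, limit read from the data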;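 further: 0% = DMSO neutral controls and 100% = 20 µM radicicol positive controls; yeast relying on Plasmodium falciparum Hsp90 in place of its own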
HTR5A ag ctr – counter-screen for OPRM1-OPRD1 agonists: human HTR5A agonism | P47898 | activation, % at 9.3 µM | HTR5A agonist assay, luminescence, cell-based | hit rate 0.61% among 340,000; in the data active means activation mostly above about 9.5%, no sharp cut-off; inactive means mostly below about 7.6%;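 further: 0% = cells with vehicle only and 100% = reference agonist; strong numbers were not always called active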
Ecoli viability – counter-screen for AddAB inhibitors: E. coli growth inhibition; hit rate 0.27% among 330,000; E. coli V3065 growth, OD600 absorbance, 18 h; inhibition, % at 11.9 µM; AID 449728;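 active means inhibition above the campaign's mean inhibition across all tested compounds plus 3 SD, cut at about 9.9% in these data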;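 further: uninfected addAB+ strain grown without phage in ampicillin broth; 0% = DMSO wells and 100% = ciprofloxacin 0.95 µg/ml wells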
phage Ecoli inh – E. coli growth loss with phage present | growth absorbance | inhibition, % at 11.9 µM | hit rate 0.26% among 360,000; in the data active means inhibition above about 11%
Mot1-301 SUMO – inhibitors of SUMOylation pathway: yeast Mot1-301 growth rescue. AID 2716. S. cerevisiae Mot1-301 growth rescue, ATP luminescence, 38.5C; percent above DMSO median, 100 means doubled. hit rate 1% among 320,000. growth rescue, % at 18.8 µM;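 active means every valid replicate shows activation above 250% relative to neutral control wells; inactive means the rest, any valid replicate at or below 250%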;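 further: OY570 slx delta 5 strain wells were the positive control but not used for scaling; some compounds called inactive have numbers as strong as hits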
* marks the source's active call; other numbers are inactive results; i = inactive; . = no result given.

SMILES	DSG3 Ab inh	HTR5A inv ctr	MOR-DOR inv ag	AddAB inh	OPRM1-OPRD1 ag	PKA-R1A act	PfHsp90 set2	HTR5A ag ctr	Ecoli viability	phage Ecoli inh	Mot1-301 SUMO
O=C(CCN1C(=O)C2CC=C(Cl)CC2C1=O)Nc1ccccc1O (centres undefined)	100	3	6	-1.6	-1.0	-13	-2	-1	-1.2	-0.6	-7
O=c1[nH]n2c(=O)c3c([nH]c2c1N=Nc1cccc(Cl)c1)CCC3	110	-4	23	5.1	-4.3	-8	-5	-2	-0.8	3.1	-2
CN(Cc1ccccc1)S(=O)(=O)c1ccc(OCC(=O)NCc2ccccn2)cc1	.	2	-3	3.4	0.5	10	-16	-1	-0.3	2.6	-1
O=C(NC1CCCCC1)C(c1cccnc1)N(C(=O)c1ccc(Cl)nc1)C1CCCCC1 (centres undefined)	117	4	8	0.1	-1.6	1	.	-2	-0.3	4.4	172
CC(C)n1ncc2c(C(=O)N3CCN(c4ccc(F)cc4)CC3)cc(-c3ccccc3)nc21	107	-2	1	0.8	-0.2	-5	2	2	1.6	6.0	-13
Cc1csc(SCC(=O)Nc2nncs2)n1	107	8	16	5.1	-2.8	-8	2	-3	0.3	0.3	103
Nc1ccc2nc(-c3cccc(-c4nc5ccc(N)cc5[nH]4)c3)[nH]c2c1	73*	-1	3	-1.3	-0.6	-3	-5	0	-3.5	1.4	14
COc1ccc(C(=O)NC2CCN(CC(=O)NCc3ccccc3F)CC2)cc1	.	8	4	3.7	-0.5	-2	-18	-3	-0.4	1.3	209
COc1cccc(Nc2nc3ccc(C(=O)c4ccccc4)cc3n3cnnc23)c1	80	-23	18	1.7	-3.6	-6	19	1	-0.8	1.5	5
CCN(c1ccccc1)S(=O)(=O)c1ccc(OC)c(NC(=O)CNCC(C)O)c1 (centres undefined)	99	2	2	0.8	-0.5	-5	-1	-1	2.9	2.9	221
Cc1ccc(NC(=O)Cn2c(=O)oc3ccccc32)cc1	113	9	18	-1.5	-3.7	2	.	-4	-0.6	2.6	0
CC1Nc2nc(NC(=O)C(C)(C)C)[nH]c(=O)c2N(C)C1C (centres undefined)	105	-13	4	1.0	-0.8	-7	2	-1	2.0	2.9	3
CC1CCC2(CC1)NC(=O)N(Cc1nnc(-c3cccs3)o1)C2=O (centres undefined)	117	-1	3	-0.2	-0.5	15	.	0	-1.4	0.3	-5
Cc1noc(C)c1C(=O)N1CCN(Cc2ccc3c(c2)OCO3)CC1	95	-3	1	1.3	-0.2	-4	9	9	1.1	1.4	-8
COc1ccc(C2c3c(oc4ccccc4c3=O)C(=O)N2c2ccccn2)cc1OC (centres undefined)	116	-9	17	0.9	-3.4	-4	-7	3	0.5	2.0	-6
O=C(CCc1ccccc1)NNC(=O)c1ccccn1	93	1	9	-6.5	-1.8	3	22	0	-12	-0.7	0
COc1ccc(C(=O)NNC(=O)C2CCN(S(=O)(=O)c3ccc(C)cc3)CC2)cc1	97	6	9	1.9	-1.7	-13	9	-2	1.4	1.1	139
COc1cccc(/C=C/C(=O)NNC(=O)c2cc(C)oc2C)c1	103	-11	5	3.1	-0.8	-7	-16	4	-0.6	3.2	i
Cc1nc2ccc(Br)cc2c(-c2ccccc2)c1C(=O)O	94	-11	8	-1.9	-1.5	-1	-1	3	-0.2	-0.2	16
COc1ccc(/C=C2\SC(=S)N(CCCC(=O)N3CCOCC3)C2=O)cc1	107	20	18	-1.5	-3.3	4	-6	4	-1.2	3.6	2
Cc1ccc(S(=O)(=O)NCCC(=O)Nc2cccc(S(N)(=O)=O)c2)cc1C	.	26	8	5.7	-1.3	-5	4	3	2.5	2.9	8
COc1ccc(N=C2NN=C(c3ccc4c(c3)OCCO4)CS2)cc1	99	29	10	1.7	-1.8	-18	9	-12	3.2	5.9	12
CC(=O)N1c2ccc(S(=O)(=O)N3CCC(C(=O)N4CCN(c5ccccc5F)CC4)CC3)cc2CC1C (centres undefined)	.	14	10	3.7	-1.9	-8	10	0	-0.6	4.1	67
Cc1ccc(S(=O)(=O)CCC(=O)OCC(=O)c2ccc(C)c(C)c2)cc1	130	-29	10	2.2	-1.8	-7	-22	2	1.8	2.5	-14
CC(C)CN1C(=O)c2ccc(C(=O)Nc3ccc(O)cc3C(=O)O)cc2C1=O	100	2	8	1.6	-1.7	2	7	0	-0.3	1.6	0
CC1CCCCN1Cc1ccc(-c2nn[nH]n2)cc1 (centres undefined)	104	-3	16	-0.2	-2.8	-1	-1	-2	2.5	0.9	-5
CSc1nsc(/C=C/Nc2ccc(C)c(C)c2)c1C#N	100	-19	-18	0.4	2.6	-4	3	-5	-2.1	1.0	-2
CCOC(=O)c1[nH]cnc1C(=O)NC1CCCCC1	94	20	8	4.5	-1.3	3	-77	3	2.6	2.9	151
COc1cc(/C=N/NC(=O)c2nnn(-c3nonc3N)c2-c2cccs2)ccc1O	94	6	8	2.9	-1.5	-2	-26	-1	-1.3	3.5	-4
CCOC(=O)/C(C#N)=C1/C(=O)N(Cc2ccccc2)c2ccccc21	98	13	29	.	-5.5	-7	8	-4	.	3.3	.
Cc1cccc(OCC(=O)OCC(=O)N2CCCc3ccccc32)c1C	.	7	-7	2.8	1.8	10	15	-3	0.5	1.5	11
CCCn1c(NC(=O)c2ccc(F)cc2)nc2ccccc21	115	9	-14	-4.5	2.8	-3	.	-3	-4.6	1.2	-9
COc1cc(/C=N/NC(=O)CN2CCCCC2)ccc1OCc1ccc(Br)cc1	104	-20	-6	2.9	1.2	-11	-9	5	-1.1	1.8	8
CC1=C(C(=O)Nc2cc(C)ccn2)C(c2cnn(C)c2)C2=C(CC(c3ccccc3)CC2=O)N1 (centres undefined)	116	22	14	0.0	-2.5	2	0	1	-3.5	2.8	-22
O=C(Cc1nc(=O)c2ccccc2s1)Nc1ccccc1	82	-2	-46	0.2	10	4	-19	8	0.8	1.1	-15
COCCn1c(SCC(=O)NC2CCCCC2C)nc2ccccc2c1=O (centres undefined)	110	-16	14	3.6	-2.6	8	-41	6	3.0	2.8	-25
Cc1onc(-c2c(F)cccc2Cl)c1C(=O)Nc1cccc(S(=O)(=O)NC2=NCCC2)c1	105	-2	7	1.0	-1.0	-9	.	-1	1.3	1.2	-11
O=C(NNC(=O)c1cc(Br)ccc1Cl)c1csc(N2CCOCC2)n1	107	0	7	3.0	-2.1	-8	16	2	-2.6	-0.6	4
COc1ccccc1/C=N/NC(=O)c1nnn(-c2nonc2N)c1-c1ccccc1	.	2	6	0.1	-1.2	-5	18	0	2.6	-0.7	-9
Cc1ccc(Nc2nc(N)c3ccccc3n2)cc1C	109	-10	-37	.	7.3	-6	22	9	.	2.0	-20
O=C(CCC(=O)N1CCSc2ccccc21)Nc1cccc(F)c1	106	-12	1	1.4	-0.2	-9	4	4	-0.4	4.4	2
COc1ccc(-c2nc(CS(=O)CC(=O)NC3CCCCC3C)c(C)o2)cc1 (centres undefined)	96	2	10	1.9	-2.0	-10	-21	-2	-2.0	0.6	17
CCCOc1ccc(-c2nn(-c3ccccc3)cc2/C=C2\SC(N)=NC2=O)cc1	90	2	1	1.3	-0.1	2	-23	-1	-1.1	4.7	-2
O=C(OCc1cccc(F)c1)c1cc2ccccc2cc1O	109	10	-1	-0.9	0.2	7	-14	-2	-2.0	-0.6	-28
CCCCCC(=O)Nc1cccc(C2=NOC3(C2)C[C@@H](C(N)=O)N(C(=O)CC(c2ccccc2)c2ccccc2)C3)c1 (some centres undefined)	96	-17	-15	1.3	2.5	4	-18	6	-2.2	1.3	-15
COc1cc(-n2cnnn2)ccc1S(=O)(=O)N1CCOCC1	96	6	5	0.3	-1.0	0	.	-2	2.0	3.4	298
CCOC(=O)C1CCN(C(=O)CSc2nc3ncccc3[nH]2)CC1	108	6	19	0.8	-3.6	1	-7	0	-1.8	1.2	3
CCOC(=O)c1ccccc1NC(=O)CN1C(=O)NC(C)(CCc2ccccc2)C1=O (centres undefined)	100	15	7	0.5	-1.0	1	12	1	0.8	0.2	229
CC(=O)N1CCC(=NNc2ccnc3cc(Cl)ccc23)CC1	97	-9	-22	-2.4	3.0	-3	-7	3	-1.7	2.8	5
CSCC[C@H](NC(=O)c1ccc(Cl)c([N+](=O)[O-])c1)c1nc2ccccc2[nH]1	128	2	0	5.7	0.1	-9	-2	1	-1.0	2.0	-15

Following part
SMILES	DSG3 Ab inh	HTR5A inv ctr	MOR-DOR inv ag	AddAB inh	OPRM1-OPRD1 ag	PKA-R1A act	PfHsp90 set2	HTR5A ag ctr	Ecoli viability	phage Ecoli inh	Mot1-301 SUMO
N#C/C(=C\c1ccc(C#N)cc1)C(=O)N1CCCC1	113	2	-3	0.4	0.5	0	.	-1	-1.6	.	10
COc1ccc(N2CCN(C(=O)CCNS(=O)(=O)c3ccc(C)cc3)CC2)cc1	113	6	13	-1.8	-2.3	10	2	-2	-2.7	1.4	1
O=C(N/N=C/c1c(O)ccc2ccccc12)c1cccc(C(F)(F)F)c1	99	-7	-5	28*	0.9	-2	91*	3	22*	18*	149
O=C1C2C3CCC(C3)C2C(=O)N1Cc1ccco1 (centres undefined)	123	-17	1	-3.3	-0.3	2	24	2	-2.6	2.2	-9
COCCCN=Cc1c(C)[nH]n(-c2ccc(Br)c(C)c2)c1=O	106	-6	-7	-1.0	1.5	-9	6	5	-1.1	2.4	-7
O=C(CP(=O)(c1ccccc1)c1ccccc1)Nc1cccc(CP(=O)(c2ccccc2)c2ccccc2)c1	118	-13	12	-0.9	-2.4	-8	2	-2	1.6	-0.2	-10
C#CCOCCOCCOCCNc1nc(N2CCN(C(=O)Cn3cc(CCCCN)nn3)CC2)nc(N2CCN(C(=O)Cn3cc(CC(C)O)nn3)CC2)n1 (centres undefined)	.	-13	7	0.6	-1.1	4	-5	4	-3.3	1.4	9
Cn1c(=O)c2c(nc(NNC(=O)C(F)(F)F)n2C)n(C)c1=O	102	-8	6	1.1	-1.0	5	-4	3	1.1	1.6	-21
CNC[C@@H]1Oc2ccc(NC(=O)Nc3c(C)noc3C)cc2CC(=O)N([C@H](C)CO)C[C@H]1C	105	-14	6	1.9	-1.1	4	-7	0	-2.6	.	5
Cc1csc(NC(=O)CCC(=O)N(CC(=O)NC2CCCCC2)c2ccccc2)n1	91	-27	4	-0.8	-0.6	-2	22	-3	-1.3	2.8	-5
Cc1ccc(C)c(N(C)S(=O)(=O)c2ccc3[nH]cc(C(=O)NCCN4CCOCC4)c(=O)c3c2)c1	110	4	2	5.0	-0.3	-6	6	-1	-0.2	1.4	-8
CC(Oc1ccc2c(-c3ccccc3)cc(=O)oc2c1)C(=O)NCc1ccccn1 (centres undefined)	103	14	12	1.5	-2.3	-9	5	1	-2.5	0.8	4

2 entries from above in a different format:
molecule | DSG3 Ab inh | HTR5A inv ctr | MOR-DOR inv ag | AddAB inh | OPRM1-OPRD1 ag | PKA-R1A act | PfHsp90 set2 | HTR5A ag ctr | Ecoli viability | phage Ecoli inh | Mot1-301 SUMO
CCOC(=O)c1[nH]cnc1C(=O)NC1CCCCC1 | 94 | 20 | 8 | 4.5 | -1.3 | 3 | -77 | 3 | 2.6 | 2.9 | 151
Cc1ccc(S(=O)(=O)CCC(=O)OCC(=O)c2ccc(C)c(C)c2)cc1 | 130 | -29 | 10 | 2.2 | -1.8 | -7 | -22 | 2 | 1.8 | 2.5 | -14
